core dimer inh = HCV core protein dimerization inhibition | TR-FRET GST/Flag-core106 dimerization, 1536-well | 0.33% of 300,000 active | inhibition, % at 5 µM | AID 1899;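 active = inhibition above the mean of all tested compounds plus 3 SD, set per screening campaign, cut at about 45% in these data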
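System: GST-tagged and Flag-tagged HCV core protein residues 1-106 / Input: core106 proteins, GST 13.5 nM and Flag 17 nM / Buffer or medium: KF-containing HEPES buffer, pH 7.45, DTT, CHAPS, BSA / Probe or stimulus: Eu-anti-GST and XL665-anti-Flag labelled anti-tag antibodies / Schedule: 4 h, 22.5 °C incubation / Technique: TR-FRET 671 and 617 nm emission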
PP1 counter = PP1-alpha (human) inhibition in PP5 counter-screen; P62136; purified PP1alpha, OMFP fluorescence; inhibition, % at 6.7 µM; 0.9% of 320,000 active; AID 2235;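 active = inhibition above the mean inhibition of all tested compounds plus 3 SD, computed separately for each screening campaign, cut at about 15% in these data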
PAFAH2 FP inh = PAFAH2 (human) inhibition | Q99487 | recombinant PAFAH2, FP-rhodamine activity probe, fluorescence polarization | inhibition, % at 3.39 µM | 0.99% of 340,000 active;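 active = inhibition above the mean over all tested compounds plus 3 SD, cut at about 30% in these data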;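 also: inhibitors block probe labeling of enzyme so polarization drops; 0% = enzyme with DMSO and 100% = wells lacking PAFAH2 protein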
CTSL1 counter = counter-screen for PFM18AAP inhibitors: inhibitors of F. hepatica cathepsin L1; recombinant F. hepatica cathepsin L1, Z-Leu-Arg-MCA fluorescence; inhibition, % at 5.96 µM; 0.49% of 300,000 active; AID 1906;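 active = inhibition above the mean of all tested compounds plus 3 SD, set per screening campaign, cut at about 17% in these data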;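 also: 0% = plate median of test compound wells and 100% = 1 µM Z-Phe-Ala-diazomethylketone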
AHR act = activates the human aryl hydrocarbon receptor; 2.5% of 320,000 active; P35869; activation, % at 5 µM; AID 2796; AHR-responsive luciferase reporter cells, luminescence; in the data active = activation above about 47%;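 also: 0% = vehicle wells and 100% = reference agonist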
TPT1 inh = inhibitors of Candida albicans tRNA 2'-phosphotransferase TPT1 | recombinant caTPT1, FP RNA substrate dephosphorylation | inhibition, % at 5 µM | 0.81% of 300,000 active | AID 1962;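 active = inhibition above the mean of all tested compounds plus 3 SD, set per screening campaign, cut at about 24% in these data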;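 also: plate controls were DMSO alone for no effect and ferristatin control at 100 nM for full effect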
procasp3 activ = activators of human procaspase-3. P42574. recombinant procaspase-3 D3A, Ac-DEVD-pNA absorbance 405 nm. activation, % at 8.5 µM. 0.11% of 330,000 active. AID 463141;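 active = activation above the mean of all tested compounds plus 3 SD, cut at about 21% in these data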;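 also: 0% = DMSO alone and 100% = DMSO wells spiked with extra 5 µM PC-3 D3A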
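Evaluation: percent activation relative to control range; Material: Procaspase-3 D3A mutant, all three cleavage aspartates alanine; Compound: single dose, 8.5 µM nominal compound, 0.8% DMSO; Replication: one well per compound; Signal: absorbance at 405 nm, 0 and 120 min; Schedule: 1 h preincubation plus 2 h reaction at 25 °C.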
PP5 inh = PP5 (human) phosphatase inhibition; P53041; purified PP5c, OMFP substrate fluorescence; inhibition, % at 6.7 µM; 0.18% of 320,000 active; AID 1987;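 active = inhibition above the campaign's mean inhibition across all tested compounds plus 3 SD, cut at about 9.5% in these data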;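 also: 0% = DMSO only and 100% = 100 µM cantharidin control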
Target sequence (P53041 whole entry, looked up): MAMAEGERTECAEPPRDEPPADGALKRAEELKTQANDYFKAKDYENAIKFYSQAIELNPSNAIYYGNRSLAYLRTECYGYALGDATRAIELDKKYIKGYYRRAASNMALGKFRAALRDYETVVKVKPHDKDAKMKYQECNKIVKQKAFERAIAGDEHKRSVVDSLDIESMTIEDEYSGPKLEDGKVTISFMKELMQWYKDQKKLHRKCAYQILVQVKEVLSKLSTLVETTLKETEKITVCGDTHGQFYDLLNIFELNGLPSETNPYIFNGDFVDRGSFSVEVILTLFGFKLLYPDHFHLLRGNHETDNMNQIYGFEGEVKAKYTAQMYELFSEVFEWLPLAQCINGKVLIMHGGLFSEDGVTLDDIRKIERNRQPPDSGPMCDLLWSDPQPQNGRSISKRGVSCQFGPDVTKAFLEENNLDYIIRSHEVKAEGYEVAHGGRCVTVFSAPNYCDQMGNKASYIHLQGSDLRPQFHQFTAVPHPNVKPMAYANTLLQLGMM
procasp7 counter = counter-screen for procaspase-3 activators: activators of human procaspase-7; 0.093% of 330,000 active; recombinant procaspase-7, Ac-DEVD-pNA absorbance 405 nm; D23A/D198A/D206A triple mutant, cannot self-cleave; scale: DMSO 0, 5 µM enzyme 100; activation, % at 8.5 µM; AID 463210;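 active = percent activation above the screen-wide mean plus 3 SD, cut at about 25% in these data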
Target sequence (P55210 whole entry D23A/D198A/D206A): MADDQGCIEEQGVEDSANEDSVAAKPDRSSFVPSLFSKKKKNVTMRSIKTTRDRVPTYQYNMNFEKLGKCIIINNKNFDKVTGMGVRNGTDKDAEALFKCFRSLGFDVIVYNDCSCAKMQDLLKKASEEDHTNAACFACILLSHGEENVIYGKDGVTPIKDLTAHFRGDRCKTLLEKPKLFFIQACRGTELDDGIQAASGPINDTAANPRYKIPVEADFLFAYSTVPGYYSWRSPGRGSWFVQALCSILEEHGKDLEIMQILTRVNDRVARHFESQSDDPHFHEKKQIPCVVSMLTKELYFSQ
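Assay system: Uncleavable procaspase-7 mutant enzyme; Input: 2 µM procaspase-7 mutant as dispensed; Also added: DEVD-pNA substrate; Medium: Zinc-free HEPES pH 7.4 with 300 mM NaCl, 0.01% Triton X-100; Timing: 1 h compound preincubation, 2 h substrate cleavage, 25 °C; Measured by: Epi-absorbance of released pNA at 405 nm, two timepoints.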
Starred values were filed as active, the others as inactive; nt = not tested or not shown. Hits appear at their usual frequency; 5.6% or so of the library scored in one or more.

cpd	structure	core dimer inh	PP1 counter	PAFAH2 FP inh	CTSL1 counter	AHR act	TPT1 inh	procasp3 activ	PP5 inh	procasp7 counter
1	Cc1ccc(C)c(N2CCN(C(=O)CCC(=O)Nc3nnc(C(F)(F)F)s3)CC2)c1	3	-4	-5	2	-1	-4	8	-0.2	7
2	COc1ccc(Br)cc1/C=N/NC(=O)C(c1ccncc1)N1CCOCC1 (configuration not stated)	-18	-2	4	6	7	-3	5	-0.3	-11
3	Cc1cc2cc(CNC(=O)CCC(=O)O)ccc2n1C	4	-1	-11	-2	2	-3	4	0.7	6
4	O=S(=O)(NC1CC1)c1ccc(Cl)cc1F	3	-2	0	-2	-1	-4	2	-0.4	3
5	CC1CC(C)CN(S(=O)(=O)c2ccc(C(=O)NCCCn3ccnc3)cc2)C1 (configuration not stated)	-2	6	1	-1	8	-2	0	-0.6	4
6	COc1ccc(S(N)(=O)=O)cc1C(=O)OCC(=O)Nc1ncc(Cl)c(C)c1Cl	nt	nt	1	nt	13	nt	1	nt	-7
7	COc1ccc(NC(=O)CC2(CC(=O)N3CCOCC3)CCCC2)cc1Cl	nt	-1	-1	nt	2	nt	1	3.8	14
8	CC(C)(C)NC(=O)CSc1nc2ccc(NC(=O)CSc3nnnn3Cc3ccccc3)cc2s1	22	16*	-14	0	8	3	-7	5.6	-16
9	CC(=O)c1cc(C(=O)N2CCCC(C(=O)c3ccc(Cl)cc3)C2)cs1 (configuration not stated)	-6	-1	5	-1	-1	2	0	3.1	-2
10	Clc1ccc(N=NN2CCOCC2)cc1	-3	-4	1	3	3	1	-1	-1.1	0
11	CCOc1ccc(S(=O)(=O)N2CCC(C(=O)NCc3ccco3)CC2)cc1C	-4	1	0	-1	0	-4	6	3.8	2
12	O=S(=O)(Nc1cccc(-c2cn3cccnc3n2)c1)c1ccccc1	4	-1	-2	-2	8	-4	13	1.6	-4
13	O=C(O)CC1c2ccccc2CCN1S(=O)(=O)c1cccs1 (configuration not stated)	0	-1	nt	4	-1	0	4	-2.5	-4
14	O=C(COc1ccc2ccccc2c1Br)Nc1ccncc1	12	5	3	1	13	2	0	3.7	5
15	COc1cccc(CN(Cc2cccnc2)S(=O)(=O)c2ccc(-n3cnnn3)c(C)c2)c1OC	0	-3	6	-1	0	3	3	3.8	-10
16	COCCNC(=O)c1cc(S(=O)(=O)N2CCCCC2)ccc1N1CCOCC1	-8	-6	12	-1	0	-2	4	3.0	-1
17	COCCNC(=O)Cn1c(=O)n(Cc2ccc(C(=O)NCc3ccco3)cc2)c(=O)c2ccccc21	-1	0	-5	2	-2	-3	-2	-2.5	2
18	O=C(N[C@@H](Cc1ccccc1)C(=O)N1CCN(S(=O)(=O)c2ccccc2F)CC1)c1ccco1	nt	nt	1	nt	0	nt	5	nt	1
19	COCCn1c(SCc2csc(-c3ccccc3)n2)nc2ccccc21	-2	-2	-6	1	2	2	-6	1.7	13
20	Cc1ccc(C(=O)NCCSc2ccc(Cl)cc2)cc1S(=O)(=O)Nc1ccccc1	8	-3	-14	-3	0	-2	7	3.0	2

Some values from the entries so far.
For TPT1 inh, no. 9 is listed with 2
For AHR act, no. 1 is listed with -1
For core dimer inh, no. 13 is listed with 0

Returning to the listing, repeating the four entries before the break.
cpd	structure	core dimer inh	PP1 counter	PAFAH2 FP inh	CTSL1 counter	AHR act	TPT1 inh	procasp3 activ	PP5 inh	procasp7 counter
17	COCCNC(=O)Cn1c(=O)n(Cc2ccc(C(=O)NCc3ccco3)cc2)c(=O)c2ccccc21	-1	0	-5	2	-2	-3	-2	-2.5	2
18	O=C(N[C@@H](Cc1ccccc1)C(=O)N1CCN(S(=O)(=O)c2ccccc2F)CC1)c1ccco1	nt	nt	1	nt	0	nt	5	nt	1
19	COCCn1c(SCc2csc(-c3ccccc3)n2)nc2ccccc21	-2	-2	-6	1	2	2	-6	1.7	13
20	Cc1ccc(C(=O)NCCSc2ccc(Cl)cc2)cc1S(=O)(=O)Nc1ccccc1	8	-3	-14	-3	0	-2	7	3.0	2
21	Cc1ccc(NC(=O)c2sc(Cl)nc2-c2ccccc2)cc1C	-3	3	4	1	6	1	2	2.5	9
22	CCOC(=O)c1c(C)[nH]c(C)c1C(=O)COC(=O)/C=C/c1ccccc1[N+](=O)[O-]	nt	nt	5	nt	8	nt	4	nt	4
23	Cc1cccc(C)c1NC(=O)C(Cl)C(=O)c1ccccc1 (configuration not stated)	-3	-1	2	-2	12	-3	1	1.2	-4
24	CCN(c1ccccc1)S(=O)(=O)c1nnc(NC(=O)C(C)C)s1	3	-4	5	-11	1	0	4	3.0	8
25	O=C(COc1ccc([N+](=O)[O-])cc1)NCCC1=CCCCC1	0	-1	0	3	3	-1	0	-0.5	1
26	Cn1c(=O)n(Cc2ccccc2Br)c2ccccc21	-17	2	-6	4	2	-3	4	2.0	-2
27	Cc1ccc(C(=O)N(CC(=O)NC2CCCC2)c2cccc(F)c2)s1	-12	-5	6	-3	1	3	-4	2.4	5
28	Cc1ccc(CC(NC(=O)c2ccccc2)C(=O)N2CCCC2C(=O)O)cc1 (configuration not stated)	5	-2	-3	3	0	-1	4	-0.1	1
29	CCOc1ccc(NC(=O)C2CCCN(S(=O)(=O)c3c(C)noc3C)C2)cc1 (configuration not stated)	-3	-1	2	-4	4	2	7	-0.2	-12
30	CCOC(=O)c1csc(CCNC(=O)c2oc3c(Cl)cc(C)cc3c2C)n1	7	-1	-6	6	0	0	2	2.6	-5
31	COc1ccc(NC(=O)CCCC(=O)c2ccccc2)cc1	-4	2	-4	-5	0	0	-1	0.3	-4
32	COc1ccc(CNC(=O)Cn2nc([N+](=O)[O-])c(Br)c2C)cc1OC	0	0	-4	-2	1	-2	-4	-2.2	-1
33	COc1ccc(-c2oc3ccc(N4CCOCC4)cc3c2/C=C/c2ccc(OC)c(OC)c2)cc1	-1	1	8	3	33	2	8	3.6	11
34	CN1CCN(/N=C/c2ccc(N(C)c3ccccc3)cc2)CC1	-6	0	-8	10	6	1	2	2.3	5
35	Cc1cc2c(=O)n(CC(=O)NCC(=O)Nc3ccc(C(C)C)cc3)cnc2s1	-8	-5	-3	-2	0	3	8	0.4	1
36	O=C(Nc1cccc(-c2nc3ncccc3o2)c1)c1ccccc1	8	-3	5	-3	-3	0	7	-2.1	-4
37	C=C1c2ccccc2NC(=O)N1c1ccc(C)cc1	2	1	0	-4	31	4	1	2.8	-3
38	Cc1ccc(C(=O)NCCc2n[nH]c(=S)n2C)cc1	-8	-2	1	2	3	4	3	-0.3	-3
39	COc1ccc(CN2CCN(C3CCSCC3)CC2CCO)c(C)c1C (configuration not stated)	-8	1	-1	-2	-3	-3	-5	0.3	9
40	CCC(CC)NC(=O)COC(=O)c1cc(SC)ccc1Cl	5	-4	nt	7	2	-2	0	-0.4	7

Single records (already shown). Screens in order: core dimer inh, PP1 counter, PAFAH2 FP inh, CTSL1 counter, AHR act, TPT1 inh, procasp3 activ, PP5 inh, procasp7 counter
Cc1cccc(C)c1NC(=O)C(Cl)C(=O)c1ccccc1 (configuration not stated) is listed as -3, -1, 2, -2, 12, -3, 1, 1.2, -4
COc1ccc(CNC(=O)Cn2nc([N+](=O)[O-])c(Br)c2C)cc1OC is listed as 0, 0, -4, -2, 1, -2, -4, -2.2, -1
CCOc1ccc(NC(=O)C2CCCN(S(=O)(=O)c3c(C)noc3C)C2)cc1 (configuration not stated) is listed as -3, -1, 2, -4, 4, 2, 7, -0.2, -12

Going on with the list.
cpd	structure	core dimer inh	PP1 counter	PAFAH2 FP inh	CTSL1 counter	AHR act	TPT1 inh	procasp3 activ	PP5 inh	procasp7 counter
41	Cc1ccnc(NC(=S)NC(=O)/C=C/c2ccc(Cl)cc2)c1	-7	-1	-2	1	5	1	-10	0.9	-3
42	O=C(CSc1ccc(-c2ccccc2)nn1)Nc1ccc2c(c1)OCCO2	-7	0	-10	-1	11	-1	2	1.3	1
43	Cc1cc(Br)ccc1OCCNCc1ccccc1	-6	0	-6	3	-1	-4	-2	-0.7	7
44	COc1ccccc1NC(=O)CNS(=O)(=O)c1ccccc1	-1	4	1	1	-3	1	0	2.8	11
45	CSCCC(NC(=O)c1ccco1)C(=O)N(C)CC(=O)Nc1c(Cl)cccc1Cl (configuration not stated)	-1	-4	-4	6	0	-2	0	1.3	4
46	O=C(c1cc(-c2cccc(Cl)c2)on1)N1CCOCC1	10	2	1	-3	2	-3	1	1.2	4
47	CCN1CCN(C(=O)CN(c2ccc(F)cc2)S(=O)(=O)c2ccc(OC)c(OC)c2)CC1	-1	-3	-3	-1	0	-1	4	0.2	3
48	Cc1nc2cc(C(=O)N3CCc4ccccc43)ccc2n1-c1ccc(F)c(F)c1	6	2	4	-3	15	-1	3	1.7	3
49	CN1CCc2nc(SCc3ccc(C(C)(C)C)cc3)c(C#N)cc2C1	2	11	5	-1	-2	5	0	0.9	0
50	Cc1cc(NC(=O)C(C)C)ncc1NC(=O)c1ccco1	-16	0	7	-2	-5	-2	14	-2.2	2
51	O=C(/C=C(\O)c1ccc(Cl)cc1)C(=O)NNC(=O)C(O)(c1ccccc1)c1ccccc1	15	14	2	3	0	3	2	4.5	2
52	COc1cccc(CNC(=O)C(=O)NCCC2CCCCN2S(=O)(=O)c2cccs2)c1 (configuration not stated)	7	0	6	-1	1	0	-1	1.1	13
53	COc1cc(C(=O)OCC(=O)Nc2ccc(C(C)=O)cc2)ccc1OCC(=O)N1CCOCC1	-2	-3	61*	-5	-2	3	5	-0.7	6
54	O=S(=O)([N-]c1nc2ccccc2nc1-n1cc[n+](Cc2ccccc2)c1)c1ccccc1	4	-4	14	2	0	-4	-5	-2.8	3
55	COc1ccc(S(=O)(=O)N2CCCC2C(=O)Nc2nccs2)cc1 (configuration not stated)	-5	-5	-9	-3	4	2	17	-0.8	-1
56	CCC1Oc2ccc(C)cc2N(CC(=O)NCCN2CCCCCC2)C1=O (configuration not stated)	-2	-6	-3	-5	-2	-3	-4	1.2	-7
57	COc1ccc(OC)c(NC(=O)CSc2nnc(C3CCCCC3)n2N)c1	2	-1	0	-2	1	3	-3	2.0	8

Source: PubChem (The Scripps Research Institute Molecular Screening Center)
